IMPase Li cell – cell-permeable IMPase inhibitors with lithium potentiation; CHO-M1 cells, IP1 TR-FRET (IP-One), carbachol + lithium; Potency, µM (doses to about 59.4 µM), for the others: at the highest dose activity, negative = IMPase inhibition, hits mostly inhibitors; hit rate 0.35% among 210,000; AID 1457;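 also: IP1 builds up when IMPase is blocked and the TR-FRET signal falls; plate controls were basal vehicle for no effect and high inhibitor control for full effect; nearly all actives have a fitted effect of over 50% in size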
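Readout is a homogeneous TR-FRET IP1 immunoassay (Ex 320, Em 665 and 620), where raised cytosolic IP1 lowers signal. Cells were CHO-M1 treated 30 min at 37C with test compounds plus a little lithium; AC50 values came from Hill-equation fitting.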
HTT cytoprotect – Huntington cell model cytoprotection by ATP luminescence | AID 1471 | PC12 HTT-Q103 induced, cytoprotection, ATP luminescence, 40 h | Potency, µM (titrated, usually from 56.4 µM), for inactives: cytoprotection (ATP increase), actives largely listed as activators | hit rate 0.14% among 230,000;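 also: % of control where 0% means no effect; nearly all actives have a fitted effect of over 45% in size; toxic huntingtin expression switched on by the ecdysone agonist tebufenozide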
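PC12 cells stably carrying ecdysone-inducible Htt exon 1 (Q103)–GFP were induced with 100 nM tebufenozide (final) alongside library compounds in a dose series. Cytoprotection was scored as retained ATP by ATPlite luminescence.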
GoLoco inh red – RGS12 GoLoco-Gai1 interaction inhibition | Gai1:RGS12 GoLoco peptide FP, rhodamine, 10 min | Potency, µM (highest dose often 61.6 µM), for the others: at the highest dose activity, negative = inhibition, actives largely listed as inhibitors | hit rate 0.44% among 230,000 | AID 880; active = well fitted inhibition curve with a large enough effect, not every such curve was filed as active; inactive = no such curve, though single readings can be large or run the other way; also: % is scaled to controls: 0 for no effect and ±100 for the full control effect; nearly all actives have a fitted effect of over 30% in size; many of its hits are not listed in these tables
Target sequence (P63096 whole entry, looked up): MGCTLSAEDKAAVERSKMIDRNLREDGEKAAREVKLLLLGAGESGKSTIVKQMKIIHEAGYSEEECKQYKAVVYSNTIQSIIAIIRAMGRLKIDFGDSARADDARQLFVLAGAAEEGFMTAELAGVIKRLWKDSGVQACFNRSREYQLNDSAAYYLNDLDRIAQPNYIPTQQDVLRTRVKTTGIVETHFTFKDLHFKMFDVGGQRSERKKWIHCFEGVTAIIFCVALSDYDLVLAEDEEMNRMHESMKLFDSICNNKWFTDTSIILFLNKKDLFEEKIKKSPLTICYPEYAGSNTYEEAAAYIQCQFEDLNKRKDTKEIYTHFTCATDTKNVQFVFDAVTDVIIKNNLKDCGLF
aGlu spleen mod – lysosomal alpha-glucosidase (human) modulation | human spleen homogenate, 4-MU-alpha-glucoside fluorescence | hit rate 0.006% among 240,000 | AID 2112 | Potency, µM (doses to about 79.9 µM), without a hit: at the highest dose activity change, negative = inhibition, hits mostly inhibitors;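 also: 0% = enzyme with vehicle and -100% = no enzyme basal signal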
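Enzyme source: human spleen homogenate, 1 ug/well. Buffer 50 mM citric acid/K phosphate pH 5.0, 0.01% Tween-20. 4-MU-alpha-glucoside 1 mM; 37 C x 40 min; NaOH/glycine stop; fluorescence.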
GAA glycogen mod – inhibitors or activators of human alpha-glucosidase glycogen cleavage; Potency, µM (top dose mostly 76.4 µM), without a hit: top-dose activity change, negative = inhibition, actives largely listed as inhibitors; recombinant GAA, glycogen substrate, Amplex Red glucose oxidase fluorescence; P10253; hit rate 0.38% among 300,000;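 also: 0% = full enzyme reaction and -100% = no-enzyme basal signal; the screen sought inhibitors and activators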
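Recombinant enzyme (4 nM final) with compounds titrated up to 77 uM and bovine liver glycogen (30 ug) in citrate pH 5.0, 0.01% Tween-20, 37 C 40 min. Released glucose detected by Amplex Red/glucose oxidase (Ex 573/Em 610); AC50 from Hill fits.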
HTT aggregate – reduces HttQ103-GFP aggregates in PC12 cells; PC12 HttQ103-GFP aggregates, Acumen cytometry, 40 h; Potency, µM (top dose mostly 46.1 µM), for inactives: at the highest dose activity change, negative = inhibition, hits mostly inhibitors; hit rate 1.1% among 220,000; also: % is scaled to controls: 0 for no effect and ±100 for the full control effect; nearly all actives have a fitted effect of over 60% in size
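Compounds (qHTS titration) were added to PC12 cells expressing an ecdysone-driven HTT exon 1 Q103–GFP fusion after induction with 100 nM tebufenozide. Aggregate formation was measured as GFP objects in cell lysates.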
GAA inhib – alpha-glucosidase (human) inhibition; AID 1466; Potency, µM (doses to about 76.9 µM), inactives show at the top dose activity change, negative = inhibition, most hits filed as inhibitors; P10253; purified human GAA, 4-MU-alpha-glucoside fluorescence; hit rate 0.005% among 200,000;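 also: plate controls were uninhibited enzyme wells for no effect and no-enzyme background for full effect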
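qHTS format, compound range up to 77 uM. Human lysosomal enzyme at 4 nM, 400 uM 4-MU glucoside substrate, pH 5.0, 20 min room temperature; fluorescence after alkaline stop gives activity normalized to controls.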
* = called active by the depositor; ? = inconclusive; . = no result given; & = joins results of further samples; [ ] = dose if it differs, or a comment. Unless noted, calls follow the shape of the dose curve; as a rule, active = well fitted curve in the direction sought with a large enough effect; inconclusive = small, poorly fitted or top-dose-only effect, or another doubt; inactive = no such curve, though single readings can be large; an effect the other way counts as inactive or inconclusive. Potency is read from the fitted curve at half-maximal effect.

SMILES	IMPase Li cell	HTT cytoprotect	GoLoco inh red	aGlu spleen mod	GAA glycogen mod	HTT aggregate	GAA inhib
CS(=O)(=O)N1CCN(Cc2ccc([N+](=O)[O-])cc2)CC1	6%	13%[10 µM]	-4%	11%	-9%	-9%[9.22 µM]	-8%
CSc1nc2c(c(=O)n1-c1ccc(C)cc1)SCC2	7%[38.3 µM]	16%	0%	7%	.	-25%	-5%
CCOC(=O)COc1c(C(=O)OC)sc2ncccc12	15%	-33%[inhibitor]	11%	.	3%	-22%	-1%
C#CCCOC(=O)N1C2=NC(C(=O)OC)=C(C(=O)OC)[C@@H]3N(Cc4ccccc4)c4ccccc4[C@]23C[C@H]1C(=O)OC	-2%	-25%&3%[10 µM]	2%[14.2 µM]	8%[17.4 µM]	-1%	28%[9.22 µM]	.
O=C(CN1C(=O)c2ccccc2C1=O)OC(C(=O)c1ccc(Cl)cc1)c1ccccc1 (centres undefined)	-1%[38.3 µM]	13%	14%	-10%	-9%	2%	-1%
Cn1cc(C2=C(c3cn(CCCSC(=N)N)c4ccccc34)C(=O)NC2=O)c2ccccc21	15%&22%	-103%[inhibitor]	150%&134%[activator]	-23%&-1%&-3%	.	.	.
O=C(NC12CC3CC(CC(C3)C1)C2)N1CCN(S(=O)(=O)c2ccc(Cl)cc2)CC1	11%[38.3 µM]	3%	4%	-3%	7%	?	-14%
O=C(COC(=O)c1cccs1)c1ccccc1	-10%[38.3 µM]	3%[10 µM]	1%	0%	-6%	-1%	-10%
OCCNC(=S)NCCc1ccccc1	11%	-11%[0.074 µM]	12%	2%	0%	6%	-14%
COc1ccc(OC)c(CCNC(=O)c2ccc(CS(=O)(=O)c3ccc(Br)cc3)o2)c1	11%	-25%	3%	-25%	-2%	-10%	?
CN(C)S(=O)(=O)c1ccc2nnn(O)c2c1	-5%	15%	6%	-3%	-8%	18%	-1%
COc1cccc(NC(=S)N2CCC(N(C)CC3CCCO3)CC2)c1 (centres undefined)	-2%	39%[10 µM]	-11%	-4%	-3%	1%	8%
Cc1ccc(C(=O)N2CCCC(C(=O)c3ccc(Oc4ccccc4)cc3)C2)cn1 (centres undefined)	6%	5%[10 µM]	-2%	5%	-7%	-2%[9.22 µM]	-4%
O=C(CN1CCOc2ccccc21)NCc1ccco1	25%[38.3 µM]	-3%	-25%	5%	1%	13%	7%[15.4 µM]
COc1ccc(C2=CC(c3ccco3)n3ncnc3N2)cc1 (centres undefined)	-3%	-36%[inhibitor]	-4%	3%	-1%	-4%	?
O=C(CSc1nnc(SCc2ccccc2)s1)NNC(=S)Nc1ccccc1	14%	-7%[1.9 µM]	10%	-3%	-20%	2%	0%
Cc1nc2ccccc2c2c1C(=O)N(CCC1=CCCCC1)C2=O	36%[activator][38.3 µM]	-10%[0.074 µM]	8%	3%	-2%	-24%	-16%
O=S(=O)(Nc1cc(S(=O)(=O)N2CCOCC2)ccc1N1CCOCC1)c1ccc2c(c1)OCCO2	4%	-12%[10 µM]	-12%	-1%	-11%	10%	-1%
Cc1c(Cl)cccc1S(=O)(=O)N1CCC(C(=O)NNC(=O)C2CC2)CC1	5%	14%[10 µM]	-18%	-8%	-18%	14%[9.22 µM]	9%
COc1ccc(/C=C2\SC(=S)N(N3CCOCC3)C2=O)c(OC)c1	.	-9%[10 µM]	2%	0%	5%	-17%[9.22 µM]	.
COc1cccc(CNC(=O)C(=O)NCC2CCCO2)c1 (centres undefined)	1%	11%[10 µM]	3%	-4%	-1%	3%	4%
O=C(CN1CCN(Cc2ccccc2)C1=O)NCCCN1CCOCC1	-21%[38.3 µM]	-9%	-1%	-2%	8%	-4%	-2%
COC(=O)c1ccc(NCCC(=O)O)cc1	-2%	.	-6%	0%	2%	19%	9%
Cc1ccc(CNC(=O)CCNC(=O)c2ccco2)cc1	-1%[38.3 µM]	-8%	0%	-5%	-7%	-4%	0%
Cn1c(=O)c2c(nc(-n3ccnc3)n2Cc2ccccc2)n(C)c1=O	15%[38.3 µM]	-16%	-8%	-5%	16%	-17%	4%

Further compounds follow.
SMILES	IMPase Li cell	HTT cytoprotect	GoLoco inh red	aGlu spleen mod	GAA glycogen mod	HTT aggregate	GAA inhib
S=C(NCc1ccccc1)NCc1ccc2c(c1)OCO2	-2%	13%[1.9 µM]	14%	-2%	-6%	12%	-6%
CCCOc1cccc(NC(=O)c2cc(C)oc2C)c1	6%[38.3 µM]	-6%[10 µM]	14%	2%	-10%	-17%	-1%
N#CCC(=O)Nc1ccc(C(=O)NCC(c2ccco2)N2CCCCC2)cc1 (centres undefined)	-1%	-25%	28%	1%	-23%	-5%	?
O=C(NCc1ccc(C(F)(F)F)cc1)C12CN(Cc3ccccc3)CC1C(c1cccc([N+](=O)[O-])c1)=NO2 (centres undefined)	-22%	-8%[10 µM]	6%	-6%	-10%	-7%	-5%
Cc1ccc2nc(Cl)c(/C=N/NC(=O)c3ccccc3O)cc2c1	0%	-8%[10 µM]	15%	-4%	6%	?	0%
Cc1[nH]nc(Nc2ccccc2)c1[N+](=O)[O-]	-12%[38.3 µM]	3%	3%	3%	5%	-8%	1%
CC(C)(C)c1ccc(C(=O)Nc2cccc3c(=O)[nH][nH]c(=O)c23)cc1	5%	4%[0.074 µM]	12%	-12%	-5%	28%	4%
O=C(COC(=O)CSc1nnc(-c2ccc(Cl)cc2)o1)Nc1cc(Cl)ccc1Cl	.	1%[10 µM]	13%	-8%	5%	-1%[9.22 µM]	.
CC(C)N1CCc2c(sc(NC(=O)c3cc(-c4cccs4)nc4ccccc34)c2C(N)=O)C1	12%	.	4%	-4%	-7%	?	-1%
O=C(O)CC(C(=O)OCCOc1ccccc1)N1CCOCC1 (centres undefined)	7%[38.3 µM]	-16%	10%	2%	1%	25%[1.84 µM]	1%
O=C(O)c1cccc(S(=O)(=O)Nc2ccc3[nH]c(=O)[nH]c3c2)c1	.	24%[10 µM]	2%	-3%	1%	-14%[9.22 µM]	.
CCCCc1ccc(NC(=S)NCc2cccs2)cc1	9%[38.3 µM]	-41%[inhibitor]	9%	-7%	-16%	-18%	3%
CN(C(=O)c1ccc(S(=O)(=O)NC2CCCC2)cc1)C1CCCCC1	?	-14%	5%	-28%	4%	-1%	?
O=C(CCCCC(=O)N1CCN(c2ccccc2)CC1)N1CCN(c2ccccc2)CC1	-3%[38.3 µM]	13%	-3%	-6%	-8%	-4%[9.22 µM]	0%
O=c1c(CN2CCN(c3cccc(Cl)c3)CC2)coc2c(Cl)cc(Cl)cc12	-2%[38.3 µM]	-28%	8%	-24%	-6%	8%	-2%
C=CCOc1ccc(/C(O)=C2\C(=O)C(=O)N(CCCOC)C2c2ccncc2)cc1 (centres undefined)	?	-8%[0.074 µM]	4%	-6%	4%	7%	4%
O=C(CCN1CCOCC1)N1CCc2c([nH]c3ccccc23)C1c1cccc(Cl)c1 (centres undefined)	15%	-15%[10 µM]	9%	4%	15%	-15%[9.22 µM]	4%
O=C1CSC(=O)N1CCOCCN1C(=O)CSC1=O	-6%[38.3 µM]	-15%	2%	2%	-14%	13%	-11%
CCOC(=O)c1cc(-c2ccc(OC)cc2)nc2c1c(C)nn2CCC(N)=S	16%	7%	5%	-15%	-23%	18%	1%
CC(=O)c1cc2c(cc1N/C(=N/S(=O)(=O)c1ccc(C)cc1)c1ccccc1)OCO2	3%	-15%[10 µM]	-3%	1%	-4%	-7%	7%
Cc1cc(C(=O)COc2ccccc2C(N)=O)c(C)n1C	5%	-26%	-7%	3%	11%	1%	-1%
S=C(c1c[nH]c2ccc(Br)cc12)N1CCOCC1	19%	12%[10 µM]	2%	5%	4%	13%	-1%
Cc1nc2nc3c(cn2n1)C(=O)CC(c1ccccc1)C3 (centres undefined)	-7%[38.3 µM]	-14%[0.074 µM]	-18%	3%	-26%	2%	-10%
O=C(O)CCCC(=O)N1N=C(c2ccccc2)CC1c1ccc2nccnc2c1 (centres undefined)	-3%	-10%[1.9 µM]	-4%	7%	14%	2%	0%
CCCCN(C)S(=O)(=O)c1ccc(C(=O)Nc2nnc(C3=COCCO3)o2)cc1	0%	-22%	6%	-1%	7%	?	-1%
O=C(C1=C[C@H](c2ccc(Br)cc2)C[C@H](OCc2ccc(CO)cc2)O1)N1CCOCC1	6%	10%[10 µM]	1%	2%	7%	23%[9.22 µM]	.

Given in CSV form: twelve of the compounds above
molecule,IMPase Li cell,HTT cytoprotect,GoLoco inh red,aGlu spleen mod,GAA glycogen mod,HTT aggregate,GAA inhib
CC(C)(C)c1ccc(C(=O)Nc2cccc3c(=O)[nH][nH]c(=O)c23)cc1,5%,4%[0.074 µM],12%,-12%,-5%,28%,4%
O=C(COC(=O)CSc1nnc(-c2ccc(Cl)cc2)o1)Nc1cc(Cl)ccc1Cl,.,1%[10 µM],13%,-8%,5%,-1%[9.22 µM],.
CC(C)N1CCc2c(sc(NC(=O)c3cc(-c4cccs4)nc4ccccc34)c2C(N)=O)C1,12%,.,4%,-4%,-7%,?,-1%
O=C(O)CC(C(=O)OCCOc1ccccc1)N1CCOCC1 (centres undefined),7%[38.3 µM],-16%,10%,2%,1%,25%[1.84 µM],1%
O=C(O)c1cccc(S(=O)(=O)Nc2ccc3[nH]c(=O)[nH]c3c2)c1,.,24%[10 µM],2%,-3%,1%,-14%[9.22 µM],.
CCCCc1ccc(NC(=S)NCc2cccs2)cc1,9%[38.3 µM],-41%[inhibitor],9%,-7%,-16%,-18%,3%
CN(C(=O)c1ccc(S(=O)(=O)NC2CCCC2)cc1)C1CCCCC1,?,-14%,5%,-28%,4%,-1%,?
O=C(CCCCC(=O)N1CCN(c2ccccc2)CC1)N1CCN(c2ccccc2)CC1,-3%[38.3 µM],13%,-3%,-6%,-8%,-4%[9.22 µM],0%
O=c1c(CN2CCN(c3cccc(Cl)c3)CC2)coc2c(Cl)cc(Cl)cc12,-2%[38.3 µM],-28%,8%,-24%,-6%,8%,-2%
C=CCOc1ccc(/C(O)=C2\C(=O)C(=O)N(CCCOC)C2c2ccncc2)cc1 (centres undefined),?,-8%[0.074 µM],4%,-6%,4%,7%,4%
O=C(CCN1CCOCC1)N1CCc2c([nH]c3ccccc23)C1c1cccc(Cl)c1 (centres undefined),15%,-15%[10 µM],9%,4%,15%,-15%[9.22 µM],4%
O=C1CSC(=O)N1CCOCCN1C(=O)CSC1=O,-6%[38.3 µM],-15%,2%,2%,-14%,13%,-11%

An excerpt. The share of hits here may be higher or lower than overall.
